TDP2 inh – human TDP2 enzyme inhibitors, primary screen, biochemical, epi absorbance, recombinant enzyme | 0.34% of 370,000 active | T5PNP hydrolysis, p-nitrophenol absorbance 415 nm | inhibition, % at 12.8 µM | Tyrosyl-DNA phosphodiesterase 2 (Homo sapiens), O95551 | AID 720702, 2013;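 active = inhibition above the mean of all tested compounds plus 3 SD, set per campaign, cut at about 25% in these data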;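 note: 0% = DMSO with enzyme and 100% = buffer with substrate but no TDP2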
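Assay system: recombinant human TDP2 / Reagent: T5PNP substrate at 5 mM, a TopII-DNA adduct mimic / Measured by: epi absorbance from released p-nitrophenol / Evaluation: % inhibition relative to enzyme-containing and enzyme-free wells / Control set: enzyme-free and DMSO wells / Replicates: each compound tested once, singlicate / Schedule: enzyme reaction with compound for 2 h at 37 °C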
ABHD4 inh – ABHD4 inhibitors, primary screen, biochemical, fluorescence polarization, mouse; (Lyso)-N-acylphosphatidylethanolamine lipase (Mus musculus), Q8VD66; purified mABHD4, FP-Rh probe fluorescence polarization; inhibition, % at 8.92 µM; 0.54% of 370,000 active; AID 720543, 2013;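 active = inhibition exceeding the mean over every tested compound plus 3 SD, cut at about 30% in these data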;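 note: 0% = plate median of compound wells and 100% = S159A mutant with DMSO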
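Doses – 8.92 µM, single dose · Material – wild-type mouse ABHD4 protein · Replication – single well per compound (singlicate) · Measure – percent inhibition of probe binding, normalized to plate controls · Schedule – 45 min compound pre-incubation plus 60 min probe step, 25 °C · Detection – fluorescence polarization with parallel and perpendicular emission, 525/598 nm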
NPR2 activator – human GC-B receptor activators, primary screen, HEK293 GC-B cells, cGMP TR-FRET, EC30 CNP; 0% at EC30 CNP, 100% saturating CNP; activation, % at 10 µM; Atrial natriuretic peptide receptor 2 (Homo sapiens), P20594; 0.11% of 370,000 active; AID 1920062, 2024;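 active = activation at 10 µM reaching about 35% in either raw or pattern-adjusted values, limit read from the data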
Target sequence (P20594 whole entry, looked up): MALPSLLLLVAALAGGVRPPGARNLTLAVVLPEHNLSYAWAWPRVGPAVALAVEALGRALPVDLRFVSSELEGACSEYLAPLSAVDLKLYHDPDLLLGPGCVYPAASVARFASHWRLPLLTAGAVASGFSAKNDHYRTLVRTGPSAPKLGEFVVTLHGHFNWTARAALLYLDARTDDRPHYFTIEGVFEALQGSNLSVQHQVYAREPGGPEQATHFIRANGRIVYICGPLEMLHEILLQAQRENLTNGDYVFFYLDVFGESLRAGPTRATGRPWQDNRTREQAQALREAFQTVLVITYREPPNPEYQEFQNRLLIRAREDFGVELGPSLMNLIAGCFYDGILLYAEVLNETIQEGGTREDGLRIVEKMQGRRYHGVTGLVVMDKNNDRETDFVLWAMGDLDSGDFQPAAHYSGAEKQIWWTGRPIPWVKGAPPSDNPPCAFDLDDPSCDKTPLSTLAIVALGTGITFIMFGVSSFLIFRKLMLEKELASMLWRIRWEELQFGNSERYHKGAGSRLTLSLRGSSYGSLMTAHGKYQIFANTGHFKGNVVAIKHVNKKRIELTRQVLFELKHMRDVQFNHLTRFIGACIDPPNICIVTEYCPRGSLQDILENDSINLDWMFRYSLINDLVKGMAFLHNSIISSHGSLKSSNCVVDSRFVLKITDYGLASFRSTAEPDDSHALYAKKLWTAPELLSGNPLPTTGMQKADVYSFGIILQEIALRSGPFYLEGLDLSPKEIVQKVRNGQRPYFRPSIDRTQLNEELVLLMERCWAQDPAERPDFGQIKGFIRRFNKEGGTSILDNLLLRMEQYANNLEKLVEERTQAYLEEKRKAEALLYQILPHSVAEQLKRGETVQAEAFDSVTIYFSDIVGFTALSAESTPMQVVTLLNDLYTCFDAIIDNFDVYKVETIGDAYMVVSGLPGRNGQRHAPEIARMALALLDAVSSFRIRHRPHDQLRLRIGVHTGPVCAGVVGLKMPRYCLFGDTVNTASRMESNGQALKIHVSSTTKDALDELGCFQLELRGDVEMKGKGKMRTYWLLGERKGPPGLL
LEDGF integ inh – blockers of LEDGF/p75-dependent integrase strand transfer – biochemical, TR-FRET, high throughput, primary screen | TR-FRET IN-LEDGF/p75 DNA integration, Eu/Cy5 | inhibition, % at 3.7 µM | HIV-1 integrase (with human LEDGF/p75) | AID 743269, 2014 | 0.64% of 370,000 active;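 active = inhibition above the screen-wide mean plus 3 SD, cut at about 13% in these data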;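 note: signal is the Cy5 over europium emission ratio at 671 and 618 nm; 0% = plate median of compound wells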
MBD2 DNA inh – inhibitors of MBD2 binding to methylated DNA, primary screen, biochemical, TR-FRET, DNA-binding domain, human; MBD2 binding to methylated oligonucleotide; inhibition, % at 4.4 µM; 0.31% of 370,000 active; in the data active = inhibition above about 13%
SIAE inh – human SIAE inhibitors, primary screen, biochemical, fluorescence polarization, FP-Rh probe, 1536-well HTS. inhibition, % at 9.66 µM. SIAE FP-Rh probe binding. Sialate O-acetylesterase (Homo sapiens), Q9HAT2. 0.69% of 370,000 active;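 active = inhibition above a cutoff: mean of compounds within the control limits plus 3 SD of those, cut at about 17% in these data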;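 note: 0% = plate median of compound wells and 100% = probe without SIAE protein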
HTRA1 inh – HTRA1 serine protease inhibitors, primary screen, biochemical, fluorescence polarization, HTS. inhibition, % at 5.96 µM. 0.5% of 340,000 active. Q92743. recombinant HTRA1, FP-rhodamine activity-based probe; in the data active = inhibition above about 36%;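 note: 0% = enzyme with DMSO and 100% = wells lacking enzyme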
rCAG binder – binders of r(CAG) RNA repeats, primary screen, biochemical, fluorescence; r(CAG) RNA repeat, TO-PRO-1 dye displacement fluorescence; inhibition, % at 3 µM; 1.3% of 370,000 active; AID 651821, 2012;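 active = inhibition above the plate cutoff, the mean of all test compounds on that plate plus 3 SD, cut at about 35% in these data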;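 note: 0% = DMSO alone and 100% = 100 µM mitoxantrone as full dye displacement; higher means more dye released from RNA so lower well fluorescence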
PRMT1 inh – PRMT1 methyltransferase inhibitors, primary screen, biochemical, fluorescence polarization. inhibition, % at 2.79 µM. recombinant PRMT1, activity-based probe fluorescence polarization. Protein arginine N-methyltransferase 1 (Homo sapiens), Q99873. 1.3% of 370,000 active;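 active = inhibition above about 21% made by adding two undisclosed values, limit read from the data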
TCR-CD3 inh – inhibitors of human TCR-CD3 interaction, primary screen, biochemical, fluorescence, TAMRA-labeled TCR probe; T-cell receptor (TCR); inhibition, % at 9.4 µM; 0.37% of 360,000 active; AID 651800, 2012; in the data active = inhibition above about 19%;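 note: recombinant mutant TCR 2C K166C tagged with TAMRA read by polarization; 0% = receptor in buffer alone and 100% = receptor with positive control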
The depositor's hits bear a star; / = not tested or not shown; & = joins results of further samples. This is a subset. The share of hits here may be higher or lower than overall.

SMILES	TDP2 inh	ABHD4 inh	NPR2 activator	LEDGF integ inh	MBD2 DNA inh	SIAE inh	HTRA1 inh	rCAG binder	PRMT1 inh	TCR-CD3 inh
COc1ccc2oc(C)c(C(=O)c3ccc(C)cc3)c2c1	1	1	1	-2	2	-6	-17	-4	-2	-3
CC(=O)Oc1ccc(-c2ccc(C(=O)NCCc3ccc(S(N)(=O)=O)cc3)cc2)cc1	4	1	0	-3	0	-30	-4	7	2	-3
FC(F)(F)c1cc(-c2cccs2)nc2cc(-c3ccccc3)nn12	6	3	0	-2	-6	-5	-8	6	-2	2
CCN(CC)C(=O)Cn1cc(C(=O)C(=O)N2CCc3ccccc32)c2ccccc21	-23	-10	-2	5	3	6	-7	2	-6	1
CS(=O)(=O)N(CC(=O)N1CCN(c2ccccc2)CC1)c1cc(C(F)(F)F)ccc1Cl	-3	-10	-7	5	-6	9	-6	-6	-3	-6
Cc1ccc(-c2cc(C(=O)N(C)Cc3cnn(C)c3C)c3cc(Br)ccc3n2)cc1	-4	3	3	-2	4	-8	-20	1	4	-4
COc1ccccc1C(=O)O/N=C1/CCCc2c1ccc(OC)c2[N+](=O)[O-]	-12	-1	/	0	-10	-3	-3	-1	0	3
Cc1cc(NC(=O)/C(C#N)=C/c2ccco2)n(-c2ccccc2)n1	-8	-6	0	2	-6	-3	6	10	-6	-4
COc1ccccc1C(=O)NCCn1cc(SCC(=O)NCc2ccco2)c2ccccc21	-3	5	-4	-4	-6	4	-11	-1	5	-3
N#Cc1ccc(CSc2ccc(S(=O)(=O)N3CCCCCC3)cn2)cc1	6	-2	-2	4	-1	-8	-18	-2	-2	3
COc1ccc2c(COC(=O)CNS(=O)(=O)c3ccc(C)c(C)c3)cc(=O)oc2c1	8	2	-4	-4	5	10	-6	9	3	-6
COc1ccc(S(=O)(=O)N2CCOCC2)cc1NC(=O)CSc1nc(C)c(C)c(C)n1	1	7	5	0	5	1	-4	9	4	-2
CCCCCOC(=O)C1=C(C)N(C)C(=O)NC1c1cc(Br)c(O)c(OC)c1 (stereo unspecified)	-20	-46	-6	-2	-1	3	-4	3	-1	-10
COc1ccc(S(=O)(=O)NC2CCCC2)cc1Br	6	-4	-2	0	0	-4	-7	-1	1	-3
CN(C)c1ccc(/C=C(\C#N)C(=O)c2ccccc2)cc1	13	-8	-5	-4	-4	-31	-1	-9	-8	-2
Cc1ccc(-c2ccc(/C=N\NC(=O)c3cc4c(ccc5ccccc54)o3)o2)cc1[N+](=O)[O-]	0	-4	-3	-1	-4	2	-12	3	-3	3
COc1ccc(C2=NC(=O)NC2c2ccc(OC)cc2)cc1 (stereo unspecified)	-17	-2	-9	7	-7	6	7	0	-5	6
CNc1ccccc1NC(=O)C1CCCN1C(=O)OCc1ccccc1 (stereo unspecified)	-2	7	-1	-6	4	4	9	-4	5	-2
CCCCCn1c(CCCNC(=O)CC)nc2ccccc21	-1	-6	-6	1	-2	-7	-2	1	-3	-6
CSc1nnc([C@@H](NC(=O)OC(C)(C)C)C(C)C)o1	-5	-5	-5	0	4	18*	6	-2	1	7
COC(=O)c1ccc2[nH]c(C)cc(=O)c2c1	-3	0	-13	2	3	-3	0	4	-1	5
CCOC(=O)c1c(C)[nH]c(C)c1C(=O)CSc1nc2ccccc2c(=O)n1-c1ccc(Cl)cc1	-5	-28	-2	-4	5	-28	-81	11	2	-3
C#CCNC(=O)C1=C[C@@H](c2csc3ccccc23)C[C@@H](OCc2ccc(CO)cc2)O1	2	-16	2	0	11	6	-68	5	1	-9
COc1ccc(OCc2cc(C(=O)N3C[C@@H](C)O[C@@H](C)C3)no2)c(Cl)c1	-13	-5	1	2	-5	1	-4	-2	-7	2

Records above that bear a hit mark in SIAE inh.
Compound | TDP2 inh | NPR2 activator | LEDGF integ inh | MBD2 DNA inh | SIAE inh | HTRA1 inh | PRMT1 inh | TCR-CD3 inh
CSc1nnc([C@@H](NC(=O)OC(C)(C)C)C(C)C)o1 | -5 | -5 | 0 | 4 | 18* | 6 | 1 | 7

Other entries
SMILES	TDP2 inh	ABHD4 inh	NPR2 activator	LEDGF integ inh	MBD2 DNA inh	SIAE inh	HTRA1 inh	rCAG binder	PRMT1 inh	TCR-CD3 inh
Cc1c(NC(=O)C(C)N2C(=O)C3CCCCC3C2=O)c(=O)n(-c2ccccc2)n1C (stereo unspecified)	1	-3	2	6	4	-2	0	-2	-9	1
Cc1cc(=O)nc2c3ccccc3n(CC(=O)NCCCN3CCCC3=O)n12	14	-4	0	1	2	3	2	1	0	15
O=C(NCCS(=O)(=O)NC1CCCC1)c1ccc(F)cc1	5	-2	-10	-3	-2	8	2	-3	-6	0
COc1ccc(S(=O)(=O)NCc2ccccn2)cc1Br	-12	-5	0	-1	-7	-3	10	-1	-1	-11
CCCCNC(=O)c1ccccc1C(=O)NCCCC	0	1	-1	-1	1	2	11	-1	0	2
C[n+]1ccccc1/C=C/c1ccc2ncccc2c1	3	3	-1	-5	-4	6	0	4	1	2
O=C(O)c1cccc(NC(=O)c2ccccc2NC(=O)c2ccccc2F)c1	13	-3	0	6	-1	1	-5	8	-9	2
Cc1cc(C)nc(CC(N)=O)n1	4	-3	5	3	-3	-2	3	-3	-1	-1
COc1ccc(/C=N/NC(=O)CCSc2nc3ccccc3s2)cc1OC	-10	-5	-2	0	0	-4	-11	7	1	8
CC(=O)NS(=O)(=O)c1ccc(NC(=O)c2cc(-c3ccc(C)cc3)nc3ccccc23)cc1	-3	-37	-1	4	3	-10	-9	53*	4	-1
Cc1ccc(S(=O)(=O)N2CCN(c3cccc(C)c3)CC2)cc1	-8	-8	-2	2	-1	-10	-6	-1	-1	-6
Cc1ccc(Nc2nc(OC(C(F)(F)F)C(F)(F)F)nc(N3CCOCC3)n2)cc1	-9	2	-3	-2	-2	2	-4	2	3	0
Cc1cccc(C)c1NC(=O)Cn1c(=O)c(N2CCCCC2)c(N)n(C)c1=O	8	11	6	-3	-2	7	8	2	-1	1
COc1ccc(C2c3c(ncn(CCCO)c3=N)Oc3ccc4ccccc4c32)cc1 (stereo unspecified)	3	-43	-12	0	0	-26	-64	7	0	2
COc1ccc(CS(=O)c2nc(C)cc(C)c2S(C)(=O)=O)cc1 (stereo unspecified)	3	-3	5	0	-2	3	6	2	0	-5
O=C(NCc1ccccc1)N1CCCC1	13	-3	-2	0	3	1	3	-1	2	-5
O=C(N/N=C\c1cc(Cl)ccc1O)c1ccc(S(=O)(=O)N2CCCCC2)cc1	-20	7	2	0	-2	10	13	6	-2	12
CSc1ncc(C(=O)Nc2ccccc2F)c(-c2ccccc2)n1	-13	-5	3	4	-5	3	-5	-1	0	1
COc1ccc(OC)c(C2C(C(=O)c3cccs3)=C(O)C(=O)N2CCN(C)C)c1 (stereo unspecified)	-2	-1	1	-2	-4	0	-4	0	1	9
CCc1ccc(NC(=O)CCNS(=O)(=O)c2cccc3nsnc23)cc1	-4	-4	-7	-2	-8	1	6	-3	1	2
Cc1cc2ccccc2n1CCNCc1c(C(=O)N2CCOCC2)nc2ccccn12	-5	4	1	-1	1	0	10	2	4	-1
Cc1cccc(C2N=C(N)Nc3nc4ccccc4n32)c1 (stereo unspecified)	-4	6	-7	-3	8	-6	6	14	1	10
OCc1nc2ccccc2n1Cc1c(F)cccc1Cl	-2	4	4	1	4	3	4	-2	-4	3
COC(=O)[C@]12C[C@H](CC(=O)N3CCN(C(=O)C4CC4)CC3)C(=O)N(Cc3cccc4ccccc34)C1=C[C@H](COCc1ccccc1)O[C@@H]2C	-18	-12	1	4	0	-10	/	7	-6	/

3 compounds out of the list above, arranged by the number in PRMT1 inh, high to low.
canonical_smiles	PRMT1 inh
O=C(NCc1ccccc1)N1CCCC1	2
CSc1ncc(C(=O)Nc2ccccc2F)c(-c2ccccc2)n1	0
OCc1nc2ccccc2n1Cc1c(F)cccc1Cl	-4

Next part.
SMILES	TDP2 inh	ABHD4 inh	NPR2 activator	LEDGF integ inh	MBD2 DNA inh	SIAE inh	HTRA1 inh	rCAG binder	PRMT1 inh	TCR-CD3 inh
Cc1ccc(O)c(NC(=O)COc2cc(C)ccc2C)c1	-3	-7	-7	-2	2	-5	1	6	2	-5
CCc1nnc(NC(=O)CSc2nnc(-c3ccccc3O)n2-c2ccc(C)cc2)s1	5	2	0	-2	1	-7	6	-1	2	1
CC(OC(=O)c1ccccc1C(=O)N(C)c1ccccc1)C(=O)Nc1ccccc1[N+](=O)[O-] (stereo unspecified)	8	-3	2	-2	2	5	1	-8	3	8
COC(=O)CC1C(=O)NCCN1C(=S)Nc1ccccc1Cl (stereo unspecified)	4	-9	1	0	0	6	0	-1	-4	-8
O=C(c1cc2ccccc2o1)c1cccs1	0	0	0	-3	-3	-1	-12	2	-1	-2
CCO/C([O-])=N/c1sn[n+](C)c1C	7	-4	0	1	4	-5	/	1	1	8
O=C(Nc1nc2ccccc2[nH]1)c1ccccc1[N+](=O)[O-]	-6	3	1	-3	-2	-2	9	0	-3	1
Cc1ccc(S(=O)(=O)N2CCOCC2)cc1NC(=O)CN1CCC(Cc2ccccc2)CC1	13	12	8	1	1	5	-17	-1	0	-7
CCCCNC(NCCCC)=C(S(=O)(=O)CC)S(=O)(=O)CC	-4	-3	3	2	4	0	-7	-2	-1	-7
CCOC(=O)CC[C@@]1(C(=O)OCC)C[C@@H](CC(=O)NCC23CC4CC(CC(C4)C2)C3)C(=O)N2CCCC=C21	-1	2	-8	-2	-2	-3	/	1	1	/
C/C(N)=C(/C#N)C(=O)CSc1n[nH]c(-c2ccccc2Br)n1	2&3	3&-9	1&-5	6&-2	-12&0	-3&-6	4&8	6&7	-4&3	2&-1
O=C(NCc1ccccc1)c1ccc2nccnc2c1	4	-5	4	3	-6	13	4	-1	-3	-5
COc1cccc(-c2nn(-c3ccccc3)cc2CO)c1	2	-9	0	1	-6	-4	-14	-2	-3	1
Cc1ccc(C2C3=C(CC(C)(C)CC3=O)OC3=C2C(=O)CC(C)(C)C3)cc1	-7	10	-2	1	1	4	1	-3	2	-8
COCCNC(=O)C1CCCN(Cc2ccccc2)CC1 (stereo unspecified)	-3	2	6	-3	0	2	/	-1	1	0
O=C1CN(c2ccc(Cl)cc2)C2(CCCCC2)S1	-6	3	-1	0	2	-4	0	-7	-1	1
CC1(C(=O)Nc2cccc(C(F)(F)F)c2)Cc2c(-c3cccc(C(F)(F)F)c3)ccnc2O1 (stereo unspecified)	-2	0	5	-1	5	1	/	0	-3	2
N#Cc1ccc(CSCC(=O)O)cc1	-1	4	-4	1	1	2	1	2	0	-1
COc1ccc(C(=O)/C=C/c2ccc3c(c2)OCCO3)cc1	-6	-12	3	-5	2	-14	-15	0	4	-6
